# HP1b binding inh = HTS for Inhibitors of HP1-beta Chromodomain Interactions with Methylated Histone Tails; Potency, µM (doses to about 114 µM), for inactives: at the top dose activity change, negative = inhibition, actives largely listed as inhibitors; 0.56% of 390,000 active; AlphaScreen HP1-beta / biotin-H3K9me3 peptide binding; note: nearly all actives have a fitted effect of over 70% in size; inactives centre near 23
#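 AlphaScreen: HP1-beta (50 nM) preformed 30 min with biotin-H3(1-18)K9me3 peptide (50 nM) in PBS pH 7.4, 0.01% Tween-20. Compound added for 30 min at RT, then streptavidin donor/nickel chelate acceptor beads (10 ug/mL) for 30 min.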
# rTrxR1 inhibitor = qHTS Assay for Inhibitors of Mammalian Selenoprotein Thioredoxin Reductase 1 (TrxR1): qHTS | Thioredoxin reductase 1, cytoplasmic (Rattus norvegicus), O89049 | recombinant rTrxR1, NADPH fluorescence consumption, selenite substrate | Potency, µM (series often up to 114 µM), without a hit: at the highest dose activity change, negative = inhibition, most hits filed as inhibitors | 1% of 390,000 active; note: % is set by controls: 0 for no effect and ±100 for the full control effect; nearly all actives have a fitted effect of over 65% in size
#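 Rat TrxR1 (90 nM in the dispensed reagent) was pre-reduced with 400 uM NADPH for 5 min at room temperature, then incubated with compound for 15 min. After 400 uM selenite was added, NADPH fluorescence (Ex 340/Em 450 nm) was followed for 8 min.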
# RGS4 inh = Inhibitors of Regulator of G Protein Signaling (RGS) 4: qHTS. Regulator of G-protein signaling 4 (Homo sapiens), P49798. Transcreener GDP fluorescence polarization, RGS4-accelerated GTP hydrolysis. Potency, µM (top dose mostly 114 µM), for inactives: at the top dose activity change, negative = inhibition, hits mostly inhibitors. 0.039% of 390,000 active. AID 504845, 2011; note: % is set by controls: 0 for no effect and ±100 for the full control effect; nearly all actives have a fitted effect of over 75% in size; some results filed as inactive show a strong effect at the top dose
#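 MLSMR compounds (23 nl, pin-transferred) preincubated 10 min at room temperature with a 500nM (2x) first reagent, then RGS4 at 900nM (2x) plus Transcreener GDP mix added; fluorescence polarization (620/688 nm) read before and after 90 min at 30 °C.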
# ERG Ets-DNA blk = qHTS for Small Molecule Inhibitors of the ERG Ets/DNA interaction | Potency, µM (highest dose often 76.9 µM), for inactives: top-dose FP activity, negative = inhibition, hits mostly inhibitors | 0.028% of 370,000 active | fluorescence polarization, His-ERG Ets domain / labelled DNA; active = well fitted inhibition curve with a large enough effect in the polarisation, with a control signal flat; inconclusive = small, poorly fitted or top-dose-only effect, or effect the other way, or a change in a side signal; inactive = no such curve, though single readings can be large or run the other way; the % refers to the polarisation;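 note: polarization taken with two DNA probes labelled with fluorescein and Texas red; % of control where 0% means no effect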
#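 His-tagged ERG Ets domain (1 uM in the protein solution; 300mM KCl, 50mM Tris-HCl, 1mM EDTA, 1mM DTT, pH 7.5) received compound, then a probe mix of 5 nM fluorescein-DNA and 100nM Texas-615-DNA. Fluorescence polarization was read for both dyes.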
# JMJD2A Tudor = qHTS Assay for Inhibitors of JMJD2A-Tudor Domain. 4.4% of 390,000 active. AlphaScreen JMJD2A-Tudor / H3K4me3 peptide binding. Potency, µM (top dose mostly 114 µM), inactives show at the top dose activity change, negative = inhibition, most hits filed as inhibitors; note: % is set by controls: 0 for no effect and ±100 for the full control effect; nearly all actives have a fitted effect of over 50% in size
# GLS inhibitor = qHTS for Inhibitors of Glutaminase (GLS); AID 624170, 2012; GLS enzymatic activity, qHTS titration; 0.21% of 410,000 active; Glutaminase kidney isoform, mitochondrial (Homo sapiens), O94925; Potency, µM (top dose mostly 45.5 µM), inactives show top-dose activity change, negative = inhibition, usual class: inhibitors; note: % is set by controls: 0 for no effect and ±100 for the full control effect
#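 hKGA; 45 mM KH2PO4 pH 8.2 + 0.02% Tween-20; cpd via pin tool; 1 mM Gln soln; GluOx/HRP/Amplex Red; RT 30 min; fluor. t0 & final.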
# 12-LOX inh = Primary qHTS assay for inhibitors of human arachidonate 12S-lipoxygenase (ALOX12): Round 2; Polyunsaturated fatty acid lipoxygenase ALOX12 (Homo sapiens), P18054; purified 12hLO, xylenol orange hydroperoxide absorbance; Potency, µM (doses to about 108 µM), without a hit: at the top dose activity change, negative = inhibition, usual class: inhibitors; 1.1% of 580,000 active; AID 1671190, 2021; note: % is set by controls: 0 for no effect and ±100 for the full control effect
# Target sequence (P18054 whole entry, looked up): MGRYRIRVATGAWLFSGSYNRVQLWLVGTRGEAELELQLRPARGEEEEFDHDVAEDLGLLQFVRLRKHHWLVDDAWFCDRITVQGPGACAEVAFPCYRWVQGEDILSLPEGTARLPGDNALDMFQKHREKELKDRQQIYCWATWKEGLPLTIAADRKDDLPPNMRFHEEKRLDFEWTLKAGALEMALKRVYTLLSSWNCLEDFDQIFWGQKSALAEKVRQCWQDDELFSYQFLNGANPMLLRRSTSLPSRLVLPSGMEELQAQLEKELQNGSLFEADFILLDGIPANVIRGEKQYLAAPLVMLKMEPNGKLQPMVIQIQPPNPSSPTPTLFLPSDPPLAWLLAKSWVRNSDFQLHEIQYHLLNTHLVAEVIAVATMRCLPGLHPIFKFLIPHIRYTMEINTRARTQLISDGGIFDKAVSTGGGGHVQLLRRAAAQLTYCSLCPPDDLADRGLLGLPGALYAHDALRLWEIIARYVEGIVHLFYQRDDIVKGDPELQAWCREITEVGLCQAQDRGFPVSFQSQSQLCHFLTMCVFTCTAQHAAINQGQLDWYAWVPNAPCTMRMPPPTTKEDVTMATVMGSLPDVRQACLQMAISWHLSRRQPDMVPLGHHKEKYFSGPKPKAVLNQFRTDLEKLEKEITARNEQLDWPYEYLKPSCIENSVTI
#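 Purified human 12hLO at 150 nM in 25 mM Hepes, 0.01% Triton X-100, pH 7.0, preincubated 15 min at room temperature with compound. Reaction started with 40 uM arachidonic acid, 30 min at room temperature. Hydroperoxide measured by Fe-xylenol orange, 573/405 nm absorbance ratio.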
# Pin1 inhibitor = qHTS Assay to Find Inhibitors of Pin1. Peptidyl-prolyl cis-trans isomerase NIMA-interacting 1 (Homo sapiens), Q13526. Pin1 FP peptide displacement, HiFluor488, 10 min. Potency, µM (highest dose often 115 µM), for inactives: top-dose activity, negative = inhibition, actives largely listed as inhibitors. 0.009% of 390,000 active. AID 504891, 2011; active = well fitted inhibition curve with a large enough effect in the polarisation, with a control signal flat, not every such curve was filed as active; inconclusive = small, poorly fitted or top-dose-only effect, or effect the other way, or a change in a side signal; inactive = no such curve, though single readings can be large or run the other way; the % refers to the polarisation; note: % is set by controls: 0 for no effect and ±100 for the full control effect
# Tb PGK inh = qHTS Assay to Find Inhibitors of Phosphoglycerate Kinase | PGK/GAPDH coupled, Kinase-Glo luminescence, 60 min | Potency, µM (titrated, usually from 57.5 µM), for inactives: top-dose activity change, negative = inhibition, hits mostly inhibitors | 0.043% of 380,000 active; note: % is set by controls: 0 for no effect and ±100 for the full control effect; nearly all actives have a fitted effect of over 60% in size
# Target sequence (P07378 whole entry, looked up): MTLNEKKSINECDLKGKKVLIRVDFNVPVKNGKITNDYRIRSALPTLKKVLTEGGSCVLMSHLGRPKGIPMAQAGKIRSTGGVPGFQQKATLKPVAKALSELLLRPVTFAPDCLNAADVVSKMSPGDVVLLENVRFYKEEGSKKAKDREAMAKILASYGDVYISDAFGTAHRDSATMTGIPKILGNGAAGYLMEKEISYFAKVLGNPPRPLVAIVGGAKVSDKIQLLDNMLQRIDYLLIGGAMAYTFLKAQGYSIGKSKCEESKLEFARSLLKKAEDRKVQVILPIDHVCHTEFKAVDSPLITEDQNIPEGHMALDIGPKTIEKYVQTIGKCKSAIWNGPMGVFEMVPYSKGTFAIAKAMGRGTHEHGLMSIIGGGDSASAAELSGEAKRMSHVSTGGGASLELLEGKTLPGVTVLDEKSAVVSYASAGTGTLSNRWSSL
#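 Recombinant glycosomal PGK reaction used 1,3-bisphosphoglycerate generated in-well by GAPDH (100nM final) in 100mM TEA pH 7.6, 5mM MgCl2, 0.01% Tween-20. After 60 minutes at room temperature, ATP was read by Kinase-Glo Plus luminescence end-point.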
# * marks the source's active call; other numbers are inactive results; i = inactive; u = inconclusive; x = no result given; [ ] = dose if it differs, or a comment. Unless noted, calls come from the whole dose curve; as a rule, active = well fitted curve in the direction sought with a large enough effect; inconclusive = small, poorly fitted or top-dose-only effect, or another doubt; inactive = no such curve, though single readings can be large; an effect the other way counts as inactive or inconclusive. Potency is the fitted concentration of half-maximal effect. This is a subset; count on the stated rates, not on these rows.
# Value order – HP1b binding inh	rTrxR1 inhibitor	RGS4 inh	ERG Ets-DNA blk	JMJD2A Tudor	GLS inhibitor	12-LOX inh	Pin1 inhibitor	Tb PGK inh
(1) CC1(C)CC(=O)C(C(O)c2ccc([N+](=O)[O-])cc2)C(C)(C)N1 (centres undefined)
  0%	-3%[57.1 µM]	-21%	3%	-18%	-6%	u	1%	i
(2) CCN(CC)c1ccc(NC(=O)c2ccc3c(c2)c(C)c(C)n3C)cc1
  35µM*	28%[57.1 µM]	-41%	-2%	18µM*	-7%	-7%	35%[activator]	-4%
(3) COc1cc(CN2CCN(S(=O)(=O)c3ccc(NC(C)=O)cc3)CC2)cc(OC)c1OC
  u	23%[57.1 µM]	30%	0%	22µM*	-37%	-30%	21%	-7%
(4) Cc1cc(C)n2c(=S)[nH]nc2n1
  8.9µM*	-14%[57.1 µM]	-54%[11.4 µM]	-19%	u	u	u	0%	-9%
(5) COc1c(-c2ccc(O)c(O)c2)oc2cc(O)cc(O)c2c1=O
  2%	u	-6%	15%	u	u	7.1µM*	0%	u
(6) NC(=O)C1(N2CCCCC2)CCN(S(=O)(=O)c2cc(Cl)sc2Cl)CC1
  39%	20%	-20%	0%	3%	-14%	12%	-4%	-9%
(7) N#Cc1nc(-c2ccccc2F)oc1NCCc1ccccn1
  12%	26%	10%	3%	-5%	2%	-3%	3%	-9%
(8) O=C(CN1CCN(C(=O)c2ccccc2)CC1)NC(=O)NCCC1=CCCCC1
  24%	7%	-13%	1%	-6%	-4%	0%	-14%	-11%
(9) CCOC(=O)N1CCN(C(=O)CN2C(=O)COc3ccc(C(C)(C)C)cc32)CC1
  -3%	29%	-14%	x	89µM*	-1%	11%	3%	-6%[11.5 µM]
(10) COCCN1C(=O)N[C@@H](c2ccco2)C(C(C)=O)=C1C
  29%	-7%[57.1 µM]	16%	-11%	-9%	2%	u	-17%	5%
(11) COc1ccc(-n2nc(C(=O)Nc3ccccc3OC)c3c4ccccc4n(C)c3c2=O)cc1Cl
  22%	34%[activator][57.1 µM]	9%	0%	-5%	3%	u	-1%	-8%
(12) O=C(NCc1ccco1)C1CCN(S(=O)(=O)N2CCC3(CC2)OCCO3)CC1
  30%	-10%	-6%	x	-23%	-4%	13%	-2%	-4%
(13) CCCOc1ccc(C2C(=O)N(C3CCCCCC3)CC(=O)N2CCC)cc1OC (centres undefined)
  20%	0%[57.1 µM]	14%	2%	-25%	-9%	-9%	1%	-1%
(14) O=C(CNC(=O)c1ccc(Cl)cc1Cl)OC1CCCCC1=O (centres undefined)
  32%	3%	-5%	1%	-17%	1%	206%[activator]	-8%	-8%
(15) Cc1c(C(=O)OCCOc2ccccc2)[nH]c2c1C(=O)CC(c1ccc(C(C)(C)C)cc1)C2 (centres undefined)
  17%	1%	-8%	1%	-17%	-4%	-4%	u	-3%
(16) Cc1sc(NC(=O)CSc2nc(O)cc(=O)[nH]2)nc1-c1ccccc1
  11%[57 µM]	6%	u	4%	-21%	0%	-21%	41%[activator]	-13%
(17) CCOC(=O)Nc1ccc2c(c1)N(C(=O)CNC)c1ccccc1CC2
  45%[activator]	11%	-3%	-3%	-4%	-4%	-1%	-3%	-8%
(18) Cc1ccccc1OCC(=O)Nc1ccc(S(=O)(=O)Nc2onc(C)c2C)cc1
  21%	-26%	-31%	-3%	-8%	27%	-7%	2%	5%
(19) CC1CCCN(C(C(=O)NC2CCCCC2)c2cc3c(cc2[N+](=O)[O-])OCO3)C1 (centres undefined)
  -23%	-4%	6%	x	u	9%	-25%	u	1%
(20) CCc1ccccc1NC(=O)N[C@H](C(=O)O)C(C)CC (some centres undefined)
  40%	15%[57.1 µM]	-25%	3%	5%	1%	1%	-8%	-2%
(21) Cc1c(Cl)cnc(NC(=O)CSc2n[nH]c(N)n2)c1Cl
  36%	11%	-9%	-2%	-13%	15%	192%[activator]	5%	-9%
(22) O=C(CSc1nc(-c2ccccc2)nc2ccccc12)Nc1cccc(C(=O)O)c1
  16%	-4%[57.1 µM]	-46%	15%	-14%	21%	-1%	9%	-8%
(23) COc1ccc(N2C(=O)C(Cl)=C(Nc3ccc(OC)cc3OC)C2=O)cc1
  10%	5%[57.1 µM]	7%	-4%	-15%	15%	27%	0%	3%
(24) COc1ccc(OCC(=O)NC2CCSc3ccccc32)cc1 (centres undefined)
  18%[57 µM]	10%[57.1 µM]	-8%	11%	-17%	2%	u	-3%	9%
(25) CC(=O)N(CC1CCCO1)c1nnc(-c2ccccn2)s1 (centres undefined)
  41%[activator]	0%	8%	-8%	-27%	-3%	0%	-1%	-1%
(26) C=CCOc1c(CNc2ccc(C(=O)O)cc2)cccc1OCC
  16%	9%	-18%	2%	-11%	27%	-29%	-2%	-5%
(27) O=C(NCc1cccnc1)C(=O)NCC(c1cccnc1)N1CCN(c2ccc(F)cc2)CC1 (centres undefined)
  41%[activator]	4%	3%	-5%	-13%	16%	-2%	-9%	i
(28) CC(=O)Nc1ccc(Oc2ncccn2)c(Cl)c1
  19%	20%	4%	-8%	1%	17%	-1%	-10%	-2%
(29) COc1cc(S(=O)(=O)n2nnc3ccccc32)c(OC)cc1Cl
  24%	-5%	-23%	-13%	-34%	-7%	u	-2%	4%
(30) Cc1c(C(=O)N2CCC(C)CC2)c(S(=O)(=O)Nc2cccc(C#N)c2)c(C)n1C
  7%	29%[57.1 µM]	3%	-2%	-18%	2%	u	-11%	-7%
(31) CCOC(=O)C1=C(c2ccccc2)NC(=O)NC1c1cc(OC)c(OC)c(OC)c1 (centres undefined)
  45%[activator]	18%	-1%	-14%	2%	-1%	376%[activator]	-8%	-2%
(32) CCn1nccc1C(=O)Nc1nc2ccccc2n1CCN1CCCCC1
  -13%	24%	12%	3%	-35%	25%	-17%	0%	-10%
(33) CCOc1ccc(NC(=O)N2CCN(S(=O)(=O)c3ccc4c(ccn4C)c3)CC2)cc1
  -7%[57 µM]	12%[57.1 µM]	5%	2%	-33%	6%	-6%	1%	-3%
(34) Cc1cc(-c2csc(NCc3ccccc3)n2)c(C)n1C
  -15%	0%	-36%	-6%	45µM*	u	x	u	8%
(35) Cc1onc(-c2c(F)cccc2Cl)c1C(=O)Nc1cccc(S(=O)(=O)NCc2ccco2)c1
  -18%	16%[57.1 µM]	3%	-3%	-33%	3%	3%	7%	-1%
(36) Cc1cc(C)c(NC(=O)Cn2ncc3ccccc32)c(C)c1
  -8%	14%	-2%	u	-10%	7%	x	-5%	-7%
(37) O=C(CN1C(=O)CCc2cc(S(=O)(=O)N3CCOCC3)ccc21)NCc1ccc(Cl)cc1
  23%	9%[57.1 µM]	10%	7%	6%	0%	-21%	-3%	4%
(38) O=C1NCCN1Cc1ccccc1F
  12%	5%	-8%	-9%	-4%	-1%	21%	1%	-8%
(39) CCCC(=O)c1c(NCCO)cc(C)oc1=O
  25%	18%	18%	3%	6%	0%	1%	0%	-4%
(40) CCCc1nn(C)c(C(=O)Nc2cccc3ccccc23)c1Cl
  14%	22%	-6%	0%	1%	1%	-10%	0%	4%
(41) Cc1ccc(C)c(OC(=O)c2ccncc2)c1
  26%	-6%	21%	0%	14%	-9%	47%	-5%	i
(42) Cc1ccc(OCc2nc(C#N)c(NCCCn3ccnc3)o2)cc1
  -20%	-8%	11%[11.4 µM]	0%	8%[11.4 µM]	16%	256%[activator][57.4 µM]	-2%	4%
(43) C/C(NCc1ccccc1)=C(\C#N)C(=O)NCc1ccccc1
  48%[activator]	-5%	-23%	2%	2%	12%	29%	-8%	-2%
(44) CCOC(=O)C1=C(c2ccccc2)NC(=O)NC1c1ccc(OC)c(OC)c1 (centres undefined)
  41%[activator]	12%	12%	0%	1%	-5%	0%	-8%	-1%
(45) O=C(CSCc1ccc(Cl)cc1Cl)Nc1c[nH]c(=O)[nH]c1=O
  12%	-18%	-4%	-5%	5%	2%	-26%	-4%	3%
(46) Cc1ccc2oc(=O)c3cnn(CC(=O)N4CCN(c5ccc(F)cc5)CC4)c3c2c1
  24%	1%	37%	0%	-8%	8%	-25%	-8%	i
(47) CCc1cccc(C)c1NC(=O)CN1C(=O)c2c(c3ccccc3n2C)C1c1ccc(OC)cc1 (centres undefined)
  21%	30%	-22%	2%	-16%	6%	-28%	22%	i
(48) CC(C)CC(=O)Nc1ccc2c(c1)oc1ccccc12
  9%	-4%	18%	1%	-5%	9%	-9%	u	0%
(49) CCOC1OC2C(CO)OC(n3cnc4c(N)ncnc43)C2O1 (centres undefined)
  27%	10%	10%	-7%	-10%	3%	22%	-7%	-10%
(50) Cc1c(C)c(C)c(S(=O)(=O)n2[nH]c(=O)c(CCO)c2C)c(C)c1C
  21%	19%[57.1 µM]	-16%	-4%	-10%[11.4 µM]	7%	-10%	-1%	2%

# Screening data: PubChem BioAssay, National Center for Advancing Translational Sciences (NCATS)
